Compound activity (PubChem BioAssay)
Rac1 GTP hydrolysis – MgcRacGAP GTPase-activating activity inhibitors, confirmation, biochemical, ADP Hunter fluorescence; AID 624330; inhibition, % at 30 µM, or IC50 in µM where a hit was titrated; 340,000 compounds, 0.6% hits; MgcRacGAP-stimulated Rac1 GTP hydrolysis, ADP Hunter fluorescence; higher % means a stronger effect; GST-tagged Rac1 F28L mutant substrate;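 active = first-screen hits whose inhibition reached a set limit at any dose in the follow-up dose series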;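 also: fluorescence reports GDP produced by GAP-driven GTP hydrolysis; strong numbers were not always called active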
PhoP inhibition – PhoP-dependent GFP reporter repression – Salmonella Typhimurium, primary screen (AID 1863). inhibition, % at 50 µM, or IC50 in µM where a hit was titrated. S. Typhimurium PhoP-regulated promoter GFP reporter, 4 h; higher % means a stronger effect. 300,000 compounds, 0.16% hits;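 active = inhibition over 29.93%, a cutoff 3 SD above the screen mean, later confirmed by dose response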;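 also: 0% = low Mg2+ inducing control and 100% = high Mg2+ repressing control; strong numbers were not always called active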
Large T inhibition – TAg ATPase/helicase activity blockers – biochemical (AID 1903); SV40 large T antigen ATPase/helicase inhibition assay; higher % means a stronger effect; inhibition, % at 20 µM; hits with a dose series show IC50 in µM; 310,000 compounds, 0.39% hits; in the data active = a potency from the dose series; also: strong numbers were not always called active
NTR1 ag – NTR1-driven beta-arrestin-GFP spot formation – imaging, U2OS cells, high content, primary screen (AID 493036); P30989; agonist mode; activation, % at 20 µM; 330,000 compounds, 0.17% hits;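 active = activation at or above 40% of the spot to cytoplasm intensity ratio, with at least 20 cells analyzed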;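 also: 0% = DMSO without peptide and 100% = 100 nM NTR1 peptide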
Target sequence (P30989 whole entry, looked up): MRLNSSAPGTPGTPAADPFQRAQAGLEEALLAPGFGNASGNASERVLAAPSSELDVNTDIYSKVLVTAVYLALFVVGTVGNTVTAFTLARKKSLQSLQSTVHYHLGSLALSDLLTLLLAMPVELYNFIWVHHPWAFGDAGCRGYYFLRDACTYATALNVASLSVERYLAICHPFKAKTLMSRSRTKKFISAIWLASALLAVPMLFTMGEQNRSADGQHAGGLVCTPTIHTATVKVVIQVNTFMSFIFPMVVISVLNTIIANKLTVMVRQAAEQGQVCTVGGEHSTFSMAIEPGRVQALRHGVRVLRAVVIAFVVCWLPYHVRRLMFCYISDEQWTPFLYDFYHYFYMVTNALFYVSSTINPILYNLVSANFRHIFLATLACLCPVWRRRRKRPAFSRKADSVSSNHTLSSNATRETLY
T cell HTS – T cell immune modulators affecting CD8 T cell-vesicle binding. 2C CD8+ T cell-vesicle binding, flow cytometry; hits give low values. calls only at 7 µM. 330,000 compounds, 0.068% hits. AID 2052;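 active = response, share of CD8 T cells binding vesicles, and their 90th percentile fluorescence all below set limits, cut at about 80% in these data, passing the limit was not always enough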
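incubation = binding step 1.5 h, 37 °C, antibody labelling 20 min, ice | test system = 2C mouse CD8+ T cells | read-out basis = percent CD8+ FL2 mean versus row control | controls = Peptide-free naked vesicles (low) and QL9 vesicles with 0.7% DMSO vehicle (high) | detection = flow cytometry of vesicle-bound cells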
Myeloid diff 2 – compounds promoting myeloid differentiation. ER-HoxA9 myeloid progenitors, lysozyme-GFP differentiation, flow cytometry. calls only at 10 µM. 360,000 compounds, 1% hits. AID 624256;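 active = normalized GFP-positive differentiation at or above the plate's own cutoff, the solvent-only control mean plus 3 SD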;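 also: cells exposed to compound for four days before flow analysis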
TNAP activators – human TNAP enzyme activators, primary screen, biochemical, luminescent, no phosphate acceptor, uHTS (AID 1001). 200,000 compounds, 0.03% hits. purified TNAP, luminescent activation assay, no phosphate acceptor; higher activation fold means a stronger effect. one-dose activation fold at 20 µM; EC50 in µM for titrated hits; in the data active = activation fold from about 3, or a potency from the dose series; inactive = the rest, 99 in 100 with activation fold below about 1.6; also: many of its hits are not listed in these tables
UTI89 phage lysis – inhibition of K1F phage lysis, E. coli UTI89, bacterial capsule biogenesis inhibitors, alamar blue (AID 488966); E. coli UTI89 K1F phage lysis, alamar blue, 2 h; higher % means a stronger effect; one-dose inhibition, % at 100 µM; IC50 in µM for titrated hits; 340,000 compounds, 0.02% hits;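 active = phage lysis inhibition, versus mean bacterial control, above a set limit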;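 also: capsule biogenesis inhibitors block K1F phage lysis so surviving cells raise fluorescence; higher fluorescence means more inhibition of phage lysis; actives were called in the ten point dose series up to 300 µM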
RSV CPE inhibition – inhibition of RSV-induced cytopathic effect – HEp-2 cells, primary 10 µM value included (AID 2391); HEp-2 cells, RSV-induced CPE inhibition; higher % means a stronger effect; CPE inhibition, % at 10 µM, or IC50 in µM where a hit was titrated; 310,000 compounds, 0.13% hits; in the data active = a potency from the dose series; also: strong numbers were not always called active
T cell HTS vesicle-bound % – further read-out of T cell HTS, marked with its call; double positive events, %; measured here: CD8+ vesicle-bound cell fraction;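 binding gate set so that unloaded-vesicle control wells show 10% double positive cells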
NTR1 ag cell count 20 µM – also measured in NTR1 ag; calls as there; cell count; measured here: cell count, cytotoxicity flag
Myeloid diff 2 GFP+ MAC1+ % – further read-out of Myeloid diff 2, marked with its call; GFP+ MAC1+ double positive, %; measured here: differentiation confirmed by MAC1 staining
Active calls of the source: *; i = inactive; / = no result given; + = active, no number; [ ] = another dose, or the depositor's remark.

SMILES	Rac1 GTP hydrolysis	PhoP inhibition	Large T inhibition	NTR1 ag	NTR1 ag cell count 20 µM	T cell HTS	T cell HTS vesicle-bound %	Myeloid diff 2	Myeloid diff 2 GFP+ MAC1+ %	TNAP activators	UTI89 phage lysis	RSV CPE inhibition
Cc1noc(/C=C/N(C)C)c1S(=O)(=O)N1CCCC(C(=O)Nc2ccccc2F)C1 (centres undefined)	/	4.1%	6.2%	1.0	39	i	9.0	+	7.4*	/	1.6%	0.5%
COc1cc2c(cc1OC)C(c1ccc(C)cc1)NC(=O)C2 (centres undefined)	10.0%	-4.6%	15.2%	1.4	65	i	51.7	i	0.6	/	0.2%	0.3%
CCOC(=O)CC(=O)CSc1nc(-c2cccnc2)cc(C)c1C#N	4.0%	-1.8%	19.6%	0.7	51	i	56.4	i	1.3	1.1	0.1%	-0.2%
COc1ccc(C2CC(c3ccccc3C)n3nc(N)nc3N2)cc1 (centres undefined)	5.8%	10.5%	2.5%	0.2	62	i	60.0	i	2.2	1.1	4.7%	2.1%
COc1ccccc1C(=O)C1CCCN(Cc2cccc(OCCO)c2)C1 (centres undefined)	9.0%	4.0%	2.5%	-1.2	63	i	66.6	i	0.5	/	0.4%	0.0%
CCN(CC)S(=O)(=O)c1ccc(-c2cn3ccc(C)cc3n2)cc1	7.0%	6.5%	11.4%	-0.4	56	i	4.4	i	0.2	/	0.1%	1.3%
COc1ccc(Cl)cc1S(=O)(=O)NCc1cccs1	-3.6%	-0.7%	16.6%	-0.9	54	i	41.9	i	0.6	1.1	0.4%	1.7%
CCOC(=O)c1ccccc1Oc1c(F)c(F)nc(NCCO)c1F	8.3%	7.9%	2.4%	1.3	39	i	30.7	/	/	1.1	0.2%	-0.3%
NC(=O)Cn1nc([N+](=O)[O-])nc1Oc1ccccc1C(=O)N1CCOCC1	2.0%	-4.2%	-0.2%	0.1	59	i	19.3	i	0.5	1	0.3%	-0.9%
COC(C[C@H](O)C[C@@H](O)[C@H](C)OCc1ccccc1)OC	10.7%	3.5%	/	0.7	60	/	/	i	1.0	/	1.3%	/
Cc1ccc(C(=O)N[C@H](C(=O)NC2CCCCCCC2)C(C)C)cc1	3.2%	/	/	0.0	38	i	43.4	i	0.8	/	1.1%[50 µM]	-0.3%
CCc1ccccc1NC(=S)N(CCN(C)C)C(C)c1ccccn1 (centres undefined)	10.5%	-16.8%	3.3%	0.6	72	i	36.6	i	5.0	1	-0.1%	-1.2%
C=CCn1c(C23CC4CC(CC(C4)C2)C3)n[nH]c1=S	12.5%	/	/	0.2	69	/	/	i	0.3	/	0.4%	/
COc1ccc(S(=O)(=O)Nc2cccc(-n3cnnn3)c2)cc1OC	4.0%	-4.8%	2.2%	0.9	68	i	7.6	i	4.0	/	2.0%	1.4%
COc1ccc(S(=O)(=O)NC2CCCCC2)cc1C(=O)N1CCCCC1	-3.4%	-4.8%	24.4%	-0.4	53	i	16.9	i	0.7	/	-1.0%[50 µM]	0.8%
COc1ccc2cc(C(=O)C3CCCN(Cc4cnc(C)s4)C3)ccc2c1 (centres undefined)	9.3%	2.5%	18.3%	0.3	48	i	59.7	i	1.1	1	-2.3%	6.2%
O=c1[nH]c(=O)n(Cc2ccco2)c2c1C(C(F)(F)F)(C(F)(F)F)N=C(c1ccco1)N2	4.7%	-1.0%	3.4%	0.6	88	i	42.4	i	0.6	1.1	4.0%	-0.6%
O=C1c2ccccc2C(=O)N1CCOc1ccc(F)cc1	-0.3%	3.6%	2.8%	-0.8	71	i	57.9	i	0.2	/	0.3%	1.0%
COc1ccc([N+](=O)[O-])cc1NC(=O)C1C2C=CC(C2)C1C(=O)O (centres undefined)	5.0%	/	4.7%	-0.4	100	i	23.2	i	0.9	/	0.4%	-0.3%
CN(C)/C=C(\C#N)C(=O)c1cccc(Oc2ccc(Br)cc2)c1	4.5%	-8.3%	24.3%	-2.5	25	i	44.6	i	0.9	1.1	1.8%	4.2%
COCC(=O)Nc1cc(C)cn(Cc2c(F)cccc2Cl)c1=O	2.5%	-1.4%	0.1%	-0.3	44	i	41.9	i	0.6	/	-0.4%	1.9%
CN(CC(=O)Nc1ccccc1Cl)C(=O)CCc1nc2ccccc2c(=O)[nH]1	-1.6%	7.4%	1.9%	-0.1	55	i	54.1	i	1.0	/	0.4%[50 µM]	-1.9%
CSc1nsc(/C=C/Nc2ccc(Cl)cc2)c1C#N	6.2%	-5.1%	20.5%	-0.8	42	i	52.0	+	26.8*	0.9	0.2%	1.0%
COC(=O)CCC(=O)OC1(C)C(=O)C=C2C=C(C3CC3)N(C3CC3)C=C2C1=O (centres undefined)	8.0%	-2.9%	13.5%	0.5	55	i	25.2	i	1.3	/	-0.4%	-0.1%
O=C(NCCN1CCOCC1)C1CCC(CNS(=O)(=O)c2ccc(Cl)cc2)CC1 (centres undefined)	13.9%	4.9%	5.1%	0.6	47	i	33.5	i	0.9	1.1	0.8%	-1.5%
Following part
SMILES	Rac1 GTP hydrolysis	PhoP inhibition	Large T inhibition	NTR1 ag	NTR1 ag cell count 20 µM	T cell HTS	T cell HTS vesicle-bound %	Myeloid diff 2	Myeloid diff 2 GFP+ MAC1+ %	TNAP activators	UTI89 phage lysis	RSV CPE inhibition
Cc1cc(-c2c(C)[nH]n(-c3ccc(Cl)cc3)c2=O)n[nH]1	0.1%	26.9%	37.0%	-2.1	85	i	22.1	i	2.4	0.8	-1.1%	-0.5%
O=C(NC(=S)Nc1ccc(F)c([N+](=O)[O-])c1)c1ccccc1F	0.7%	-2.4%	11.5%	0.7	20	i	39.7	i	0.3	1	1.4%	-0.5%
CCN(c1nc(N)c(C(=O)N=C(N)N)nc1Cl)C(C)C	11.6%	3.6%	10.3%	3.0	70	i	43.0	i	1.3	/	7.6%	9.1%
CN(Cc1ccccc1)C(=O)C(=O)c1cn(CC(=O)N2CCCC2)c2ccccc12	3.0%	-4.6%	24.9%	0.1	36	i	29.5	i	2.6	/	0.7%[50 µM]	1.4%
COc1ccc(-c2cc(=O)oc3c(C)c(OC(C)C(=O)NCc4ccccn4)ccc23)cc1 (centres undefined)	3.8%	0.6%	0.1%	7.5	86	i	25.7	i	1.4	/	5.6%	3.2%
CCOC(=O)c1c(NC(=O)CSc2nnc(-c3cccnc3)o2)sc(C)c1C	7.5%	10.0%	-4.7%	0.9	47	i	10.5	i	0.4	1.1	0.8%	0.6%
Cc1c(CC(=O)NCC(=O)NCC(=O)O)c(=O)oc2c(C)c3oc4c(c3cc12)CCCC4	6.3%	4.5%	2.3%	0.6	60	i	10.7	i	1.6	/	0.2%[50 µM]	-0.4%
CCOCc1c(C(=O)NCc2ccccc2CN2CCCC2)oc2ccccc12	7.1%	/	/	2.1	54	i	33.9	i	0.8	/	0.2%[50 µM]	0.0%
Cc1ccc(SCC(=O)NC(=O)NC2CCCC2)c(C)c1	2.6%	/	/	2.1	69	/	/	i	0.9	/	0.7%[50 µM]	/
Cc1oc(-c2ccccc2F)nc1CN1CCC(C(=O)NCc2cccs2)CC1	0.6%	7.6%	5.5%	-0.6	82	i	28.3	i	0.9	1.1	-0.3%	-0.2%
O=C(COc1nc2ccccc2nc1N1CCOCC1)NCC(F)(F)F	6.9%	-6.5%	3.2%	0.3	46	i	56.3	i	0.9	1.1	3.2%	0.7%
CNCCC(Oc1ccccc1OC)c1ccccc1 (centres undefined)	6.3%	-7.8%	9.6%	-2.0	28	i	47.2	i	2.1	/	0.4%	2.2%
CCOc1ccccc1N/C=C(\C#N)c1nc2ccccc2n1C	8.4%	10.5%	18.7%	22.8	55	i	19.4	i	5.6	1.1	-0.9%	-0.9%
O=S1(=O)CC(O)C(N2CCC(c3ccccc3)CC2)C1 (centres undefined)	2.7%	2.5%	3.4%	0.2	60	i	32.6	i	8.0	1.1	5.0%	0.1%
CCN(CC)S(=O)(=O)c1ccc2c(c1)nc(SCc1nc3ccsc3c(=O)[nH]1)n2CC	3.5%	-9.1%	6.0%	1.8	53	i	34.7	i	0.4	0.8	3.0%	3.5%
COC(=O)COc1ccc2occ(C(C)=O)c2c1	12.4%	28.6%	-0.8%	1.8	44	i	13.4	i	6.1	1	0.1%	1.2%
CS(=O)(=O)C1=NSC2=NC(=O)/C(=C\c3ccc(OC(=O)c4ccco4)cc3)C(=N)N21	/	-10.7%	31.3%	1.3	62	i	6.9	/	/	/	/	0.7%
CC(C)Oc1ccc(C(=O)Nc2ccc3c(c2)n(C)c(=O)n3C)cc1	11.1%	-3.1%	7.7%	4.5	52	i	49.8	i	0.3	/	0.0%	9.6%
COc1ccc(N2CC(C(=O)N/N=C/c3ccccc3)CC2=O)cc1 (centres undefined)	-2.3%	-3.1%	-4.1%	0.7	37	i	24.7	i	0.8	1.1	0.2%	0.6%
CN1/C(=C\C(=O)CN2C(=O)NC3(CCCCCC3)C2=O)C(C)(C)c2ccccc21	5.1%	-2.4%	15.7%	0.5	65	i	43.2	+	0.7*	1.2	3.3%	3.8%
CCc1cccc2c(-c3csc(=NC)n3C)c[nH]c12	/	4.5%	0.6%	1.5	41	i	60.7	i	0.2	1.1	/	42.6%
C=CCn1c(=O)c2ccccc2n2c(SCc3nnc(-c4ccccc4Br)o3)nnc12	5.9%	-5.2%	3.7%	0.5	57	i	7.6	i	1.2	1	-1.7%	-0.8%
CCOc1ccc2c(c1)nc(SCC(=O)c1cccs1)n2C	6.3%	3.9%	4.4%	0.1	59	i	5.4	i	0.8	1	1.8%	15.4%
CC1(C)C2CC[C@]3(C)C(CC=C4[C@@H]5C[C@@](C)(CO)[C@@H]6C[C@@]5(CC[C@]43C)C(=O)O6)[C@@]2(C)CC[C@@H]1O (some centres undefined)	/	5.6%	17.0%	1.9	107	i	37.5	/	/	/	/	/
Cc1cccc(NC(=O)c2sc3nc(N4CCOCC4)c4c(c3c2N)CCCC4)c1	7.0%	7.7%	29.6%	6.2	73	i	55.1	i	0.3	/	0.2%	6.2%

Some entries already given with just NTR1 ag:
compound	NTR1 ag
Cc1ccc(C(=O)N[C@H](C(=O)NC2CCCCCCC2)C(C)C)cc1	0.0
CCOC(=O)c1c(NC(=O)CSc2nnc(-c3cccnc3)o2)sc(C)c1C	0.9
CNCCC(Oc1ccccc1OC)c1ccccc1 (centres undefined)	-2.0
CCc1ccccc1NC(=S)N(CCN(C)C)C(C)c1ccccn1 (centres undefined)	0.6
